ATXN2 expr inh: Primary qHTS for Inhibitors of ATXN expression | HEK-293 ATXN2-luciferase reporter, luminescence, 24 h | Potency, µM (highest dose often 57 µM), inactives show at the top dose activity change, negative = inhibition, usual class: inhibitors | 360,000 compounds, 0.72% hits; note: potency is the fitted concentration of half-maximal effect; % is set by controls: 0 for no effect and ±100 for the full control effect; nearly all actives have a fitted effect of over 55% in size
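ATXN2-luciferase reporter cells (luciferase flanked by upstream and downstream ATXN2 gene portions) were treated 24 h at 37 °C with compounds at up to 57 uM. SteadyGlo luminescence gave expression; GF-AFC fluorescence gave viability.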
HepG2 viability: qHTS for Inhibitors of TGF-b: Cytotox Counterscreen | HepG2 CAGA-GFP viability, ATP luminescence, 18 h | Potency, µM (titrated, usually from 46.1 µM), without a hit: top-dose activity change, negative = cytotoxicity, most hits filed as cytotoxic | 410,000 compounds, 0.76% hits | AID 588856, 2011; note: potency is the fitted concentration of half-maximal effect; some results filed as inactive show a strong effect at the top dose
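CellTiter-Glo luminescence gave cytotoxicity after 18 hours at 37 degrees C. The cells were HepG2 CAGA-GFP in 1% FBS DMEM, stimulated with 500 pg/mL TGF-beta after compound addition. %Activity was normalised to no-cell wells (complete cell-killing) and DMSO (no toxicity), and curves were fitted and classified.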
S2 tox: Viability Counterscreen for Primary qHTS for Inhibitors of ATXN expression. S2 cells (HEK-293 line with an ATXN2-luciferase reporter) viability, CellTiter-Fluor protease fluorescence, 24 h. Potency, µM (top dose mostly 56.7 µM), hits mostly cytotoxic. 400,000 compounds, 0.49% hits; note: potency is the fitted concentration of half-maximal effect; nearly all actives have a fitted effect of over 40% in size
A549 tox: Nrf2 qHTS screen for inhibitors: counterscreen for cytotoxicity. AID 504648, 2011. Potency, µM (doses to about 46 µM), for inactives: at the top dose activity change, negative = cytotoxicity, actives largely listed as inhibitors. A549 ARE-Fluc cells, CellTiter-Fluor viability, 18-24 h. 390,000 compounds, 0.16% hits; note: potency is the fitted concentration of half-maximal effect; % is set by controls: 0 for no effect and ±100 for the full control effect
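Cytotoxicity counterscreen: CellTiter-Fluor fluorescence was measured in A549 ARE_Fluc cells after 18-24 h of compound exposure in a concentration series. The subsequent BugLite luminescent read reports ARE-luciferase activity.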
Nrf2 inh: Nrf2 qHTS screen for inhibitors | 360,000 compounds, 2.1% hits | AID 504444, 2011 | A549 ARE-Fluc reporter, luciferase luminescence, 18-24 h | Potency, µM (doses to about 46 µM), for the others: at the top dose activity change, negative = inhibition, actives largely listed as inhibitors; note: potency is the fitted concentration of half-maximal effect; % is set by controls: 0 for no effect and ±100 for the full control effect; nearly all actives have a fitted effect of over 60% in size
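Concentration-response testing used A549 ARE_Fluc cells at 5000 cells/well. Following an 18-24 h compound incubation, viability was read by fluorescence (Ex 405/Em 525) and luciferase output by luminescence.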
IL-2 act: qHTS of IL-2 Activators; IL-2 activation reporter assay, cell-based qHTS; stimulated with anti-CD3/CD4/CD28 beads; in transgenic mouse T cells; AID 652025, 2013; activation, % (series mostly up to about 46 µM); 360,000 compounds, 0.065% hits; in the data active = activation above about 50%; inconclusive = mostly about 30% to 49%; note: 0% is about no effect
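Readout is EGFP and DsRed signal by fluorescent plate cytometry after 18 h at 37 degrees C. Transgenic mouse T cells (750/well) received compound for 60 min before bead stimulation (anti-CD3, anti-CD4, anti-CD28); memory T cells served as non-tolerant control.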
EPAC2 ag: qHTS for Agonist of cAMP-regulated guanine nucleotide exchange factor 4 (EPAC2): primary screen. Rap guanine nucleotide exchange factor 4 (Homo sapiens), Q8WZA2. EPAC2 activation, biochemical qHTS; response scale: 100% = 6.5 mM cAMP response. Potency, µM (top dose mostly 154 µM), without a hit: at the highest dose activation, hits mostly activators. 360,000 compounds, 0.079% hits; note: potency is the fitted concentration of half-maximal effect; nearly all actives have a fitted effect of over 50% in size
Target sequence (Q8WZA2 whole entry, looked up): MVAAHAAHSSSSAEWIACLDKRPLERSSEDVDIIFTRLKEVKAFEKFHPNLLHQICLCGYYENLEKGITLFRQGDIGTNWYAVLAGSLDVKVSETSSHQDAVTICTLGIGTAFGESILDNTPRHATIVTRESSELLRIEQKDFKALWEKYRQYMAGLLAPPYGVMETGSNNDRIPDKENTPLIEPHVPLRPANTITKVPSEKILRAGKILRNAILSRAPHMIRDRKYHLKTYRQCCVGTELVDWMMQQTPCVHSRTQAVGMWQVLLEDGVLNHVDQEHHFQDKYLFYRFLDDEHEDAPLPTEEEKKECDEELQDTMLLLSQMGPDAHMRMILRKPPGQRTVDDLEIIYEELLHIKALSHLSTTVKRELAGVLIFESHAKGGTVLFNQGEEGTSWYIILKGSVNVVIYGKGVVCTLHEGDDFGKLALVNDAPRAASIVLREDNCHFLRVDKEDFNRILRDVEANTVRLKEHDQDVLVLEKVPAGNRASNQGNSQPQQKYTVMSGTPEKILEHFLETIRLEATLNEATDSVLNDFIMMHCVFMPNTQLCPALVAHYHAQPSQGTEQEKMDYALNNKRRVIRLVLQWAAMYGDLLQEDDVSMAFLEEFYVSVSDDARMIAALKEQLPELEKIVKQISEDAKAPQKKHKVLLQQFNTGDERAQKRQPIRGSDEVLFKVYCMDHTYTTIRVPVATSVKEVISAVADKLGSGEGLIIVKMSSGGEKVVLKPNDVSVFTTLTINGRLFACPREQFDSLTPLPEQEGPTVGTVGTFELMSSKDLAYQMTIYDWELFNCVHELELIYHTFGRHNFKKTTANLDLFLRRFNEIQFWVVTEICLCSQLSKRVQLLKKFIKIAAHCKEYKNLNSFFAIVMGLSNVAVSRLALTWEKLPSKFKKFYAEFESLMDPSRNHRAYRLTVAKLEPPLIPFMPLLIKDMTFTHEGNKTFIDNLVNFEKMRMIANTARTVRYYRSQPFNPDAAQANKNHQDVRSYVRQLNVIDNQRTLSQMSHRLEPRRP
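qHTS, titration series. 100 nM EPAC2 / 250 nM Rap1B-BODIPY-GDP / 50 uM GDP; RT; ex 480/em 540 nm, 5-min reads to 30 min. Norm. to 6.5 mM cAMP = activation.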
Nrf2 activator: qHTS of Nrf2 Activators | AREc32 ARE-luciferase reporter (MCF7-derived line), luminescence, 24 h | Potency, µM (titrated, usually from 46.1 µM), for the others: at the highest dose activation, actives largely listed as activators | 410,000 compounds, 0.31% hits; note: potency is the fitted concentration of half-maximal effect; % of control where 0% means no effect; nearly all actives have a fitted effect of over 65% in size
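Steps: seed AREc32_Fluc cells (1000/well, 5% FBS OPTI-MEM); incubate overnight at 37 deg C; add 23 nL compound; incubate 24 hr; add Steady-Glo; hold 30 min RT; read luminescence.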
TGFb SMAD3 inh: qHTS for Inhibitors of TGF-b; Potency, µM (doses to about 46.1 µM), without a hit: top-dose activity, negative = inhibition, usual class: inhibitors; AID 588855, 2011; 410,000 compounds, 1.2% hits; HepG2 CAGA-GFP TGF-b/SMAD3 reporter, GFP fluorescence, 18 h; TGF-beta stimulated, 500 pg/mL final; note: potency is the fitted concentration of half-maximal effect; % is set by controls: 0 for no effect and ±100 for the full control effect; nearly all actives have a fitted effect of over 65% in size
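First, reporter cells (HEPG2 CAGA-GFP) rested 2 h at 37 degrees C. Next, compounds were pinned in and TGF-beta added to 500 pg/mL final. After 18 h, GFP was imaged per cell and summed per well.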
Active calls of the source: *; [ ] = remark or other dose. Unless noted, calls come from the whole dose curve; as a rule, active = well fitted curve in the direction sought with a large enough effect; inconclusive = small, poorly fitted or top-dose-only effect, or another doubt; inactive = no such curve, though single readings can be large; an effect the other way counts as inactive or inconclusive. Rows are unselected (roughly 4.3% active in at least one column).

CCc1ccc(CN(C)Cc2nc(Cc3cccc(C(F)(F)F)c3)no2)nc1 was read as ATXN2 expr inh 9%, HepG2 viability 6%, S2 tox inactive, A549 tox 2%, Nrf2 inh -14%, IL-2 act -3.1, EPAC2 ag 1%, Nrf2 activator -0.6% and TGFb SMAD3 inh inconclusive.
Cc1sc2nc(CSCC(=O)N(C)c3ccccc3)[nH]c(=O)c2c1C was read as ATXN2 expr inh 0%, HepG2 viability -1%, S2 tox inactive, A549 tox -2%, Nrf2 inh 4%, IL-2 act -0.3, EPAC2 ag -7%, Nrf2 activator 2.6% and TGFb SMAD3 inh 19%.
`O=C(NCC(=O)N1CCN(c2ccccc2O)CC1)c1ccc(Br)o1` gave ATXN2 expr inh 2%, HepG2 viability -14%, S2 tox inactive, A549 tox 3%, Nrf2 inh 0%, IL-2 act -1.6, EPAC2 ag 5%, Nrf2 activator -0.5% and TGFb SMAD3 inh 9%.
For CCOc1cc2[nH]c(=S)n(CCC(=O)NCc3ccc(OC)cc3)c(=O)c2cc1OCC the results were ATXN2 expr inh 4%, HepG2 viability -2%, S2 tox inactive, A549 tox 1%, Nrf2 inh 19%, IL-2 act 0.0, EPAC2 ag -10%, Nrf2 activator -0.5% and TGFb SMAD3 inh 0%.
For CN(CC(=O)Nc1ccccc1C(F)(F)F)C(=O)c1cc(Cl)nc2ccccc12 the results were ATXN2 expr inh 10%, HepG2 viability -1%, S2 tox inactive, A549 tox -6%, Nrf2 inh -13%, IL-2 act 3.1, EPAC2 ag 8%, Nrf2 activator -0.2% and TGFb SMAD3 inh -7%.
For COc1ccc(/C=C/c2nnc(NC(=O)COc3ccc(Cl)cc3)s2)cc1 the results were HepG2 viability 0%, A549 tox 3%, Nrf2 inh -3% and TGFb SMAD3 inh 3%.
Cn1c(=O)c2c(nc(SCC(=O)Nc3ccc(F)cc3)n2Cc2ccccc2F)n(C)c1=O was read as ATXN2 expr inh 15%, HepG2 viability -5%, S2 tox inactive, A549 tox 5%, Nrf2 inh 5%, Nrf2 activator 0.2% and TGFb SMAD3 inh -11%.
CC(=O)OCCN(CCCn1c(-c2ccncc2)nc2ccccc21)c1nc(-c2ccc(C)cc2)cs1 was read as ATXN2 expr inh 2%, HepG2 viability -9%, S2 tox inconclusive, A549 tox -2%, Nrf2 inh 2%, IL-2 act 0.0, EPAC2 ag 5%, Nrf2 activator 4.3% and TGFb SMAD3 inh 8%.
`COC(=O)[C@H]1C[C@H](OC(=O)NC2CCCC2)[C@@]2(O)CN(S(=O)(=O)c3ccc(C)cc3)CC2[C@H]1C(=O)OC` (some centres undefined) gave ATXN2 expr inh 4%, HepG2 viability -9%, S2 tox inactive, IL-2 act -1.3, EPAC2 ag 11%, Nrf2 activator 2.9% and TGFb SMAD3 inh -4%.
For CC(=O)c1ccc(NC(=O)Cn2cnc(S(=O)(=O)N3CCCCC3)c2)cc1 the results were ATXN2 expr inh -3%, HepG2 viability -5%, S2 tox inactive, A549 tox 0%, Nrf2 inh 12%, IL-2 act -1.7, EPAC2 ag 0%, Nrf2 activator 0.4% and TGFb SMAD3 inh 0%.
Screening COC(=O)N/N=C\c1cc2c(cc1Br)OCO2 returned ATXN2 expr inh 0%, HepG2 viability -18%, S2 tox inactive, A549 tox 1%, Nrf2 inh 9%, IL-2 act 0.2, EPAC2 ag 1%, Nrf2 activator 5.8% and TGFb SMAD3 inh 0%.
`Cc1cc(OCC(=O)NNC(=O)c2cccs2)ccc1Br` gave ATXN2 expr inh -3%, HepG2 viability -1%, S2 tox inactive, A549 tox 0%, Nrf2 inh 2%, IL-2 act 0.3, EPAC2 ag 7%, Nrf2 activator -0.1% and TGFb SMAD3 inh -3%.

Overlap with the part before: two compounds, then new ones.
Screening COC(=O)N/N=C\c1cc2c(cc1Br)OCO2 returned ATXN2 expr inh 0%, HepG2 viability -18%, S2 tox inactive, A549 tox 1%, Nrf2 inh 9%, IL-2 act 0.2, EPAC2 ag 1%, Nrf2 activator 5.8% and TGFb SMAD3 inh 0%.
`Cc1cc(OCC(=O)NNC(=O)c2cccs2)ccc1Br` gave ATXN2 expr inh -3%, HepG2 viability -1%, S2 tox inactive, A549 tox 0%, Nrf2 inh 2%, IL-2 act 0.3, EPAC2 ag 7%, Nrf2 activator -0.1% and TGFb SMAD3 inh -3%.
`Cc1ccc(NC(=O)NC2CC(=O)N(c3ccc4c(c3)OCCO4)C2)c(C)c1` (centres undefined) gave ATXN2 expr inh -20%, HepG2 viability -11%, S2 tox inactive, A549 tox -2%, Nrf2 inh -3%, IL-2 act -0.1, EPAC2 ag -1%, Nrf2 activator -0.4% and TGFb SMAD3 inh -16%.
Screening COc1ccc(NC(=O)N2CCCC2C(=O)NCCc2ccccc2)cc1 (centres undefined) returned ATXN2 expr inh 10%, HepG2 viability 6%, S2 tox inactive, A549 tox 1%, Nrf2 inh inconclusive, IL-2 act -0.7, EPAC2 ag 5%, Nrf2 activator 0.3% and TGFb SMAD3 inh -11%.
COc1cc(OC)cc(-c2c(-c3ccsc3)c3cc(Br)ccc3n2C)c1 was read as ATXN2 expr inh 6%, HepG2 viability -3%, S2 tox inactive, A549 tox 1%, Nrf2 inh 4%, IL-2 act -0.5, EPAC2 ag 11%, Nrf2 activator 0.7% and TGFb SMAD3 inh -5%.
CCOC(=O)c1cn2c(C)cccc2n1 was read as ATXN2 expr inh 40%[activator], HepG2 viability -16%, S2 tox inactive, A549 tox 11%, Nrf2 inh inconclusive, IL-2 act -0.8, EPAC2 ag 7%, Nrf2 activator -0.1% and TGFb SMAD3 inh 3%.
Screening CC(=O)c1ccc(NC(=O)c2ccc(S(=O)(=O)c3ccccc3)cc2)cc1 returned ATXN2 expr inh -11%, HepG2 viability 1%, S2 tox inactive, A549 tox 1%, Nrf2 inh -24%, IL-2 act 1.0, EPAC2 ag 1%, Nrf2 activator 3.5% and TGFb SMAD3 inh -2%.
Screening Cn1nc(NC(=O)CC23CC4CC(CC(C4)C2)C3)c2c(F)cccc21 returned ATXN2 expr inh 9%, HepG2 viability -10%, S2 tox inactive, A549 tox 17%, Nrf2 inh -3%, IL-2 act -0.5, EPAC2 ag -3%, Nrf2 activator 0.0% and TGFb SMAD3 inh 5%.
`CCN(CC)c1ccc(/C=N/N2CCN(Cc3ccccc3Cl)CC2)cc1` gave ATXN2 expr inh -4%, HepG2 viability 0%, S2 tox inactive, A549 tox 2%, Nrf2 inh 7%, IL-2 act -0.5, EPAC2 ag -2%, Nrf2 activator 3.6% and TGFb SMAD3 inh 12%.
For CCC(C)(C)n1nnnc1C(c1ccc(Cl)cc1)N1CCN(C)CC1 (centres undefined) the results were ATXN2 expr inh -9%, HepG2 viability -7%, S2 tox inactive, A549 tox -7%, IL-2 act 0.7, EPAC2 ag -1%, Nrf2 activator 2.3% and TGFb SMAD3 inh 0%.
`Cc1cccc(C)c1NC(=O)CN(C)C(=O)c1ccc(COc2ccccc2)cc1` gave ATXN2 expr inh -2%, HepG2 viability -3%, S2 tox inactive, A549 tox 1%, Nrf2 inh 5%, IL-2 act -0.7, EPAC2 ag 15%, Nrf2 activator 2.3% and TGFb SMAD3 inh 11%.
For O=C(CSc1nc2cc(Cl)ccc2c(=O)n1Cc1ccco1)Nc1ccc(S(=O)(=O)N2CCOCC2)cc1 the results were ATXN2 expr inh -5%, HepG2 viability -4%, S2 tox inactive, A549 tox 0%, Nrf2 inh -22%, IL-2 act 0.0, EPAC2 ag 2%, Nrf2 activator 0.3% and TGFb SMAD3 inh 0%.
For CCOc1ccc(NS(=O)(=O)c2ccc(C(=O)N3CCCCCC3)cc2)cc1 the results were ATXN2 expr inh -28%, HepG2 viability -16%, S2 tox inactive, A549 tox -16%, Nrf2 inh 23µM*, IL-2 act -0.6, EPAC2 ag 6%, Nrf2 activator 2.4% and TGFb SMAD3 inh -16%.
For O=C(CCS(=O)(=O)c1ccccc1)N1CCN(c2ccccc2)CC1 the results were ATXN2 expr inh 6%, HepG2 viability 21%, S2 tox inactive, A549 tox 1%, Nrf2 inh inconclusive, IL-2 act -0.3, EPAC2 ag 20%, Nrf2 activator 0.0% and TGFb SMAD3 inh 19%.
For COc1ccc(-n2nc(C(=O)NCCc3cccc(C)c3)c3c4ccccc4n(C)c3c2=O)cc1Cl the results were ATXN2 expr inh -5%, HepG2 viability 9%, S2 tox inactive, A549 tox 5%, Nrf2 inh 7%, Nrf2 activator 4.2% and TGFb SMAD3 inh 4%.
CCCCS(=O)CC(O)COc1ccc(C(C)(C)C)cc1 (centres undefined) was read as ATXN2 expr inh 3%, HepG2 viability 0%, S2 tox inactive, A549 tox -17%, Nrf2 inh inconclusive, IL-2 act -1.7, EPAC2 ag -1%, Nrf2 activator 2.6% and TGFb SMAD3 inh -1%.
`C/C(N)=C(/C#N)C(=O)COc1ncnc2ccccc12` gave ATXN2 expr inh 7%, HepG2 viability -11%, S2 tox inactive, A549 tox 0%, Nrf2 inh -8%, IL-2 act 1.7, EPAC2 ag 0%, Nrf2 activator -0.6% and TGFb SMAD3 inh -3%.
Screening COc1ccc(N2C(=O)[C@@H]3[C@H](C2=O)[C@H]2c4ccccc4C=CN2[C@@H]3C(C)=O)cc1 returned ATXN2 expr inh 1%, HepG2 viability -5%, S2 tox inactive, A549 tox 0%, Nrf2 inh 14%, IL-2 act -0.2, EPAC2 ag 11%, Nrf2 activator 3.9% and TGFb SMAD3 inh -1%.

Assay outcomes deposited in PubChem by National Center for Advancing Translational Sciences (NCATS).
